Source: PubChem (several laboratories)
3CLpro inhibitor – SARS-CoV 3CLpro protease inhibitors, primary screen, biochemical, quenched FRET; recombinant SARS-CoV 3CLpro, quenched FRET peptide cleavage; 290,000 compounds, 0.14% hits; AID 1706, 2009; inhibition, % at 6 µM; Replicase polyprotein 1ab (Severe acute respiratory syndrome coronavirus), P0C6X7; in the data active = inhibition above about 12%
PfHsp40 yeast – rescue of yeast from PfHsp40 toxicity, primary screen, S. cerevisiae, ATP luminescence | S. cerevisiae expressing PfHsp40, growth rescue | growth rescue, % at 12.5 µM | 340,000 compounds, 0.68% hits; in the data active = growth rescue above about 28%, passing the limit was not always enough;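 note: yeast W303a lacking pdr1 and pdr3 grown in galactose medium; growth measured after three days at 30 °C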
TcdB GH inh – TcdB glycohydrolase inhibitors, primary screen, biochemical, single point, plate reader. 350,000 compounds, 0.24% hits. inhibition, % at 9.99 µM. Toxin B (Clostridioides difficile), P18177. TcdB glycohydrolase enzymatic assay; in the data active = inhibition above about 10%
Vc quorum ag – inducers of Vibrio cholerae quorum light production without autoinducers, primary screen, BH1578 luxS cqsA deficient, single point. AID 588436, 2011. V. cholerae BH1578 lux reporter, luminescence, 6 h. 350,000 compounds, 0.16% hits. activation, % at 18.7 µM; in the data active = activation mostly above about 9.7%, no sharp cut-off; note: not every result past the cut was called active; inactives centre near 0; reference of the scale not given here
DUSP3 inh – VHR1 phosphatase inhibitors, primary screen, biochemical, absorbance, uHTS; inhibition, % at 13.3 µM; recombinant VHR phosphatase, pNPP absorbance; Dual specificity protein phosphatase 3 (Homo sapiens), P51452; 290,000 compounds, 0.52% hits; in the data active = inhibition above about 50%; note: some compounds called inactive have numbers as strong as hits
Target sequence (P51452 whole entry, looked up): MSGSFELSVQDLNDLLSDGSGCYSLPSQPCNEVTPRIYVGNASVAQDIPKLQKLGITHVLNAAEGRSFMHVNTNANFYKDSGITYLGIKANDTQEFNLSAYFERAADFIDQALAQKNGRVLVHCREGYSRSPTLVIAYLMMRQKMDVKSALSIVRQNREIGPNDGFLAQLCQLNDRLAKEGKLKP
Anthrax LF prot – Bacillus anthracis LF protease inhibitors, primary screen, biochemical, multiplex microsphere, MLPCN library; multiplex microsphere protease cleavage assay; inhibition, % at 10 µM; 360,000 compounds, 0.12% hits; in the data active = inhibition above about 30%; note: plate controls were buffer without enzyme for full effect and enzyme alone for no effect
SSB-PriA inh – inhibitors of Klebsiella pneumoniae PriA binding to SSB C-terminal tail, primary screen, biochemical, AlphaScreen. AlphaScreen SSBct-PriA binding, biotinylated peptide. inhibition, % at 33 µM. 430,000 compounds, 0.6% hits; in the data active = inhibition mostly above about 37%, no sharp cut-off; inactive = mostly below about 20%;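 note: plate controls were negative control peptide for no effect and reference peptide for full effect; strong numbers were not always called active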
Rv3671c inh – Rv3671c serine protease inhibitors, primary screen, biochemical, fluorescence polarization, M. tuberculosis H37Rv. inhibition, % at 5.96 µM. P9WHR9. 320,000 compounds, 0.048% hits; in the data active = inhibition above about 38%;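 note: extracellular domain of Rv3671c used as enzyme; 0% = enzyme with DMSO and 100% = no enzyme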
Target sequence (P9WHR9 whole entry, looked up, the tested form may be a part): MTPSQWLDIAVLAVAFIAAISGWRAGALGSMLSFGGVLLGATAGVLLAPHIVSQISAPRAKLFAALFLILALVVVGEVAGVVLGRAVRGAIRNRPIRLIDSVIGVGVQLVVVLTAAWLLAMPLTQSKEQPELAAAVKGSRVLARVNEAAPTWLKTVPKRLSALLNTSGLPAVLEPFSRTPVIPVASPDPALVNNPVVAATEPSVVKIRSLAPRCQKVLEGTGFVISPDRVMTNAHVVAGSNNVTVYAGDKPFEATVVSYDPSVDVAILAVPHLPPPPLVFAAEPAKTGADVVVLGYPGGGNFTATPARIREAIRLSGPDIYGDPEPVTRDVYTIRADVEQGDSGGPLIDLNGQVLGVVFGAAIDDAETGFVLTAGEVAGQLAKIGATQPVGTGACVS
Y pestis TopoI – Yersinia pestis topoisomerase I inhibitors, primary screen, biochemical, cleavage product accumulation, plate reader, single point | Y. pestis Topo-I cleavage product accumulation | DNA topoisomerase I (Yersinia pestis CO92) | 360,000 compounds, 0.064% hits | activity, % at 10 µM | AID 504884, 2011; in the data active = activity above about 50%, passing the limit was not always enough; note: inactives centre near 2
MazEF act – activators of E. coli MazEF toxin-antitoxin RNase, primary screen, biochemical, fluorescence, uHTS. FAM/BHQ RNA-DNA oligo cleavage fluorescence, 5 h. activation, % at 20 µM. 350,000 compounds, 0.32% hits. Endoribonuclease toxin MazF (Escherichia coli (strain K12)), P0AE70; in the data active = activation above about 50%
Target sequence (P0AE70 whole entry, looked up): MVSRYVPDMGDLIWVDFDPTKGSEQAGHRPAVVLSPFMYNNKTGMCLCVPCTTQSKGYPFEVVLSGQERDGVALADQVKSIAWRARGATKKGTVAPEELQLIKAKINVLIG
* marks the source's active call; other numbers are inactive results; i = inactive; nt = not tested or not shown; & = joins results of further samples. The list is partial (hit frequency here may not be typical).

SMILES	3CLpro inhibitor	PfHsp40 yeast	TcdB GH inh	Vc quorum ag	DUSP3 inh	Anthrax LF prot	SSB-PriA inh	Rv3671c inh	Y pestis TopoI	MazEF act
CCOC(=O)N1CCN(C(=O)CSc2ccc3nnc(CCNC(=O)c4ccccc4)n3n2)CC1	0	-1.8	1.2	-0.5	-3	-6	8	2	0	4
O=C(Nc1cccc(C(F)(F)F)c1)C1Cc2c(-c3ccccc3Oc3ccccc3)ccnc2O1 (stereo not given)	nt	nt	0.0	-0.3	nt	3	nt	nt	28	nt
Cc1nc2ccccc2n1CC(O)Cn1c2ccccc2c2ccccc21 (stereo not given)	-3	-0.3	-0.9	13	24	-4	-1	-9	16	-4
CCN(CC(=O)Nc1cccc(OC)c1)C(=O)c1cccc(S(=O)(=O)N2CCc3ccccc32)c1	nt	3.5	2.1	0.5	nt	-6	-2	-5	5	2
Cc1cccc(NC(=S)N2CCCCC2)c1	1	-1.7	-0.6	-0.4	8	-2	-5	-5	0	-2
CCOc1cccc2cc(-c3nnc(NCc4ccco4)s3)c(=O)oc12	-4	-0.6	nt	i	34	-3	2&-23	-12	-8	4
COc1ccc(C(=O)N2CCC(C(=O)Nc3ccc4c(c3)OCCO4)CC2)cc1	3	-0.2	nt	i	-7	nt	-13	2	10	-2
CCCCC(=O)NC(=S)NNC(=O)c1ccc(Cl)cc1Cl	0	3.6	1.0	-0.1	22	-5	-13	nt	6	5
O=C(Nc1cccc(NC(=O)C2CC2)n1)C1CC1	3	-0.5	nt	i	-5	-2	-2	2	5	-4
CCCC[n+]1ccn(-c2nc3ccccc3nc2[N-]S(=O)(=O)c2ccccc2)c1	3	-1.3	0.8	-4.0	-4	1	-5	6	-10	-4
CSCCC(NS(=O)(=O)c1ccc2ccccc2c1)C(=O)O (stereo not given)	-4	-0.9	-0.9	i	12	1	-2	0	13	20
COc1ccc(NC(=O)c2cc(S(=O)(=O)N3CCOCC3)ccc2C)cc1S(=O)(=O)N1CCOCC1	nt	-1.0	3.9	7.1	nt	1	-1	5	-7	13
O=C(Cc1ccc(Br)cc1)Nc1cccc(Cl)c1	5	-0.6	0.6	i	-15	-1	-14	-14	-8	-15
C=CCNC(=O)N1CCC(CO)(Cc2ccc(Cl)cc2)CC1	1	-0.5	-0.8	-0.3	3	-1	-9	-3	3	6
CCC(C)(C)n1nnnc1C(C(C)C)N(CCN1CCOCC1)Cc1cc2cccc(C)c2[nH]c1=O (stereo not given)	-6	-1.3	nt	-0.4	2	0	-3	5	20	-8
COc1cc(C(=O)Nn2c(CC(C)C)nc3ccccc3c2=O)cc(OC)c1OC	-5	-0.6	-0.1	-0.7	-12	20	-9	4	-3	4
Cc1nc(-c2noc(-c3ccccc3Cl)n2)c(C(F)(F)F)o1	-1	0.0	-0.2	i	6	-5	-8	-3	-5	-3
COc1cc(C(=O)Nc2sc3c(c2C(=O)NCc2ccco2)CCCC3)cc(OC)c1OC	-2	0.7	nt	-1.3	-2	-5	-8	5	9	-5
CC1CCCCN1C(=O)CN1C(=O)CN(C)C(=O)c2ccccc21 (stereo not given)	2	-0.5	nt	7.9	-17	2	-10	1	1	3
COc1ccc(NC(=O)c2cc(C)cc(C)c2)cc1S(=O)(=O)N1CCCCC1	nt	1.3	1.7	-2.1	nt	-1	-4	-13	20	-2
COc1cc(OC)cc(C(=O)NCC(=O)NCCN2C(=O)S/C(=C\c3ccccc3Cl)C2=O)c1	nt	0.4	0.9	-1.2	nt	10	7	-4	25	-3
CC1=C(C(=O)Nc2ccc(Br)cc2)C(c2ccco2)NC(=O)N1 (stereo not given)	-4	-0.4	1.4	-0.5	27	-1	14	-2	-13	2
COc1ccc2c(CC(=O)NCCN3C(=O)S/C(=C\c4cccnc4)C3=O)coc2c1	-1	0.1	0.2	4.9	-6	2	5	6	0	2
CCC(=O)c1cn(/C(=C\C(=O)OC(C)(C)C)CCC(OC)OC)cc1CC	nt	-0.5	-0.1	2.2	nt	-6	2	-8	0	3
O=C(Cc1ccccc1)Nn1c(O)c(/C=C2\C=Nc3ccccc32)sc1=S	-13	1.3	nt	i	3	25	nt	1	-16	-23
Nc1nc(-c2ccccn2)nc(N)c1Cc1ccc(Cl)cc1Cl	-1	1.4	1.8	i	9	-2	54*	2	-3	-8
O=C(c1ccc(Br)o1)N1CCN(c2ccc3nnc(-c4ccc(F)cc4)n3n2)CC1	-5	0.0	-0.3	nt	15	-4	-3	1	1	-20
CC(=O)Oc1ccc2c3c(c(=O)oc2c1)CCCC3	-3	-0.3	-0.2	-0.4	2	7	-9	-6	-2	3
C=C1C(C)C2C(Cc3ccccc3)NC(=O)C23C(OC(C)=O)C=CC(C)(O)CC(C)CC=CC3C1O (stereo not given)	nt	-0.2	0.5	-1.0	nt	9	-3	nt	0	5
O=C1/C(=C/c2ccc(F)cc2)Oc2cc(OC(=O)N3CCOCC3)ccc21	2	-0.5	0.1	-0.5	27	7	0	2	-3	3
COc1ccc(-c2ccc(C(=O)N3CCN(C)CC3)c3occc23)c(C)c1	nt	nt	1.7	-0.3	nt	-1	nt	nt	18	nt
CCN(CC(=O)Nc1ccc(NC(C)=O)cc1)C(=O)c1cccc2ccccc12	nt	1.0	-0.5	i	nt	-2	2	-9	9	3
O=C(CCc1nnc2ccc(NCc3ccccc3)nn12)NC1CCCCC1	-7	-0.5	0.4	-0.4	73	0	4	-9	18	-55
Cc1nc(SCC(=O)N2CCc3ccccc32)n[nH]1	3	-1.2	nt	i	15	-2	-14	-3	11	11
Cc1ccc(NC(=O)C(C)N=C2NS(=O)(=O)c3ccccc32)cc1 (stereo not given)	0	-0.9	0.5	-0.2	15	-7	-9	-4	1	3
CC(=O)N1c2ccc(S(=O)(=O)NCC3CCC(C(=O)N4CC(C)CC(C)C4)CC3)cc2CC1C (stereo not given)	-2	0.0	1.6	-0.9	23	0	-4	0	14	5
CSC1=N/C(=C\c2ccccc2F)C(=O)S1	-11	-1.0	nt	-0.6	26	0	-7	2	-4	13
Cc1cc2nnc(SCC(=O)NC3CCCCC3)n2c(N)n1	-1	-1.6	1.1	-0.3	20	-3	5	-1	2	0
CCCCC(=O)N1CCN(c2nc3ccc(OCC)cc3s2)CC1	-5	-0.8	0.3	i	6	2	1	0	-5	-2
CCN1CCN(CCNC(=O)c2ccc(CS(=O)(=O)c3ccccc3C)o2)CC1	-1	-1.1	nt	-1.2	18	0	-7	8	-5	-3
O=C(NC(Nc1nc2ccc([N+](=O)[O-])cc2s1)(C(F)(F)F)C(F)(F)F)c1ccccc1Cl	3	0.2	0.4	-0.3	13	2	9	-13	-13	2
COc1ccc(C(=O)Nc2ccnn2C2CCN(C3CCC3)CC2)cc1	-3	-0.1	3.8	-0.2	52*	-5	8	1	-8	-17
Cc1cc(C)nc(N/N=C/c2ccccc2OCc2ccccc2)n1	4	-2.6	1.2	-0.6	-7	-5	nt	-11	7	4
Cn1cc(CNCc2cnc3ccccn23)c(-c2ccc(Oc3ccccc3)cc2)n1	-2	0.4	3.1	i	21	-2	18	-1	40	-4
O=S(=O)(c1cccc(C(F)(F)F)c1)N1CCN(CC(O)COCc2ccccc2)CC1 (stereo not given)	nt	-0.4	0.3	-0.2	nt	1	8	1	10	-8
O=C(O)CCc1ccc(-c2cccs2)n1CCc1ccccc1	5	-1.5	-1.3	-0.3	22	-7	4	-3	-1	-23
O=C(Cc1ccccc1F)Nc1ccc2c(c1)CCC2	5	1.0	0.4	-0.7	40	4	0	-1	12	8
CC(C)(C)NS(=O)(=O)c1ccc(OCC(=O)NCCC2=CCCCC2)cc1	4	1.6	0.4	i	12	-4	1	-1	14	-3
O=C(NCc1ccc(F)cc1)C1CCN(S(=O)(=O)N2CCC3(CC2)OCCO3)CC1	-5	0.6	2.2	-0.1	7	-4	-5	4	-6	5
Cc1cc(C)c(OCCOCCN2CCNCC2)c(C)c1	1	-1.4	nt	-2.6	24	2	-1	-10	5	-3
More records.
SMILES	3CLpro inhibitor	PfHsp40 yeast	TcdB GH inh	Vc quorum ag	DUSP3 inh	Anthrax LF prot	SSB-PriA inh	Rv3671c inh	Y pestis TopoI	MazEF act
CC1(C)CN=C(NCc2ccccc2)S1	-2	-1.2	1.4	0.0	nt	2	-3	8	-5	11
CCn1c(SCC(=O)NC2CCCC2)nnc1C(C)C	-2	-0.3	0.6	-0.4	19	7	-12	6	5	7
COc1ccc(S(=O)(=O)N2CCCCCC2)cc1NC(=O)CCNC(=O)c1ccccc1Cl	nt	nt	1.3	i	nt	2	nt	nt	17	-7
CCc1ccc(NC(=O)c2nc(S(=O)(=O)Cc3ccccc3)ncc2Cl)cc1	1	0.7	-0.7	i	-3	-1	nt	-17	27	nt
O=C1OC(=O)C2C1[C@@H]1CC[C@H]2O1 (stereo not given in full)	1	-1.7	-0.2	4.3	20	2	3	5	5	4
CCN1C(=O)N(CC)C(=O)C2(Cc3ccccc3N3CCN(c4ccccc4)CC32)C1=O (stereo not given)	1	nt	1.0	-0.2	5	nt	-10	-8	1	-8
COc1ccc(C/C(=N\OC(C)=O)c2ccc(OC)cc2)cc1	6	-0.2	nt	-1.3	9	-1	nt	0	-5	-19
COc1cc(NC(=O)COC(=O)CCc2nc3ccccc3c(=O)[nH]2)cc(OC)c1	nt	-0.7	1.2	i	nt	-1	-4	2	0	-3
Cc1cc(CNC(=O)C2CCC(=O)N(CCc3ccc(Cl)cc3)C2)no1 (stereo not given)	-1	0.5	0.8	i	41	-4	3	5	4	-1
Cc1ccc2c(CN(C)Cc3ccc(Cl)cc3Cl)cc(=O)oc2c1	-2	-0.9	-1.0	-0.4	18	7	-33	-9	39	-13
CC(=O)Nc1cn(-c2ccccc2)nc1-c1ccccc1	0	-0.4	1.7	i	16	-1	-21	1	-10	-3
COc1cccc(CNC(=O)N2CCN(S(=O)(=O)c3ccc(Cl)cc3)CC2)c1	0	0.0	0.9	-0.4	31	1	-9	6	20	10
COc1nc(NCCN2CCOCC2)nc(Nc2ccc([N+](=O)[O-])cc2)n1	-4	0.4	nt	-0.9	26	-2	9	-1	-5	6
CN1c2ccccc2C(O)=C(C(=O)Nc2ccccc2)S1(=O)=O	-1	-0.1	nt	2.1	19	-5	3	7	6	-6
CCN(CC)S(=O)(=O)c1ccc(N2CCOCC2)c(NC(=O)CC23CC4CC(CC(Br)(C4)C2)C3)c1	3	1.5	nt	-0.2	-2	1	-9	-4	10	-6
CCN1C[C@]2(C)CC[C@H](O)[C@]34C1[C@H](C[C@H]23)[C@@]1(O)C[C@H](OC)[C@H]2C[C@@H]4[C@@H]1C2O (stereo not given in full)	nt	0.1	0.9	i	nt	4	0	-2	-2	3

Some of the entries so far, with two lines to a compound.
Each structure is followed by: 3CLpro inhibitor	PfHsp40 yeast	TcdB GH inh	Vc quorum ag	DUSP3 inh	Anthrax LF prot	SSB-PriA inh	Rv3671c inh	Y pestis TopoI	MazEF act
CC(=O)Nc1cn(-c2ccccc2)nc1-c1ccccc1
 : 0	-0.4	1.7	i	16	-1	-21	1	-10	-3
COc1cccc(CNC(=O)N2CCN(S(=O)(=O)c3ccc(Cl)cc3)CC2)c1
 : 0	0.0	0.9	-0.4	31	1	-9	6	20	10
COc1nc(NCCN2CCOCC2)nc(Nc2ccc([N+](=O)[O-])cc2)n1
 : -4	0.4	nt	-0.9	26	-2	9	-1	-5	6
CN1c2ccccc2C(O)=C(C(=O)Nc2ccccc2)S1(=O)=O
 : -1	-0.1	nt	2.1	19	-5	3	7	6	-6
